RGS12 GoLoco inh – qHTS Assay for Inhibitors of RGS12 GoLoco Motif Activity (Red Fluorophore) | actives 0.44% (n = 230,000) | Gai1:RGS12 GoLoco peptide FP, rhodamine, 10 min | Potency, µM (series often up to 61.6 µM), without a hit: top-dose activity, negative = inhibition, most hits filed as inhibitors; active = well fitted inhibition curve with a large enough effect, not every such curve was filed as active; inactive = no such curve, though single readings can be large or run the other way; note: % is set by controls: 0 for no effect and ±100 for the full control effect; nearly all actives have a fitted effect of over 30% in size; many of its hits are not listed in these tables
Target sequence (P63096 whole entry, looked up): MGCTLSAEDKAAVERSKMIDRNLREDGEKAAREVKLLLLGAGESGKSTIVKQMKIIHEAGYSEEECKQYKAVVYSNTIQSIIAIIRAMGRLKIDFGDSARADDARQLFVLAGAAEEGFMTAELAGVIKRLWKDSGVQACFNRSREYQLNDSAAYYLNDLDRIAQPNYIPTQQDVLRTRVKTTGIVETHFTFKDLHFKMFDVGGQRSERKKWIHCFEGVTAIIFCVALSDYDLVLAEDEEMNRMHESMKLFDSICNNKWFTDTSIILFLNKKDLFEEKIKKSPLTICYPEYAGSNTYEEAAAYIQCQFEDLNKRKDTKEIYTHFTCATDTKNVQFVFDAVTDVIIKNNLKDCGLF
RECQ1 helicase – qHTS Assay for Inhibitors of RecQ-Like Dna Helicase 1 (RECQ1). ATP-dependent DNA helicase Q1 (Homo sapiens), P46063. RECQ1 DNA unwinding, red fluorescence kinetic read. Potency, µM (top dose mostly 57.3 µM), without a hit: at the top dose activity, negative = inhibition, hits mostly inhibitors. actives 0.54% (n = 240,000). AID 2549, 2010;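 note: plate controls were vehicle for no effect and no enzyme for full effect; nearly all actives have a fitted effect of over 30% in size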
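RECQ1T1 50 nM; forked duplex (20 bp + 30-nt ss tails) 200 nM, ATP 2 mM final; pH 8.0, 2 mM MgCl2, 2.5 ug/ml poly(dI-dC); 15 min compound preincubation; discontinuous kinetic read over 2 h at RT.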
SMN2 splice enh – qHTS Assay for Enhancers of SMN2 Splice Variant Expression; HEK293 SMN2-luciferase splicing reporter, luminescence, 30-36 h; Potency, µM (highest dose often 46.1 µM), without a hit: at the highest dose activity change, positive = activation, hits mostly activators; actives 2.8% (n = 210,000); note: % of control where 0% means no effect; nearly all actives have a fitted effect of over 55% in size
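qHTS luciferase splicing reporter: luminescence rises when SMN2 exon 7 is included in transfected HEK293 cells. Compound exposure lasted 30-36 h at 37C, with 4.5 mM final sodium butyrate as control, followed by a ONE-Glo read.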
NPSR antag – qHTS Assay for Antagonists of the Neuropeptide S Receptor: cAMP Signal Transduction. Q6W5P4. actives 1% (n = 220,000). AID 1461, 2008. CHO-NPSR cells, cAMP TR-FRET, antagonist mode. Potency, µM (highest dose often 38.3 µM), without a hit: at the highest dose activity change, negative = inhibition, usual class: inhibitors; note: % is set by controls: 0 for no effect and ±100 for the full control effect; nearly all actives have a fitted effect of over 50% in size; many of its hits are not listed in these tables
Target sequence (Q6W5P4 whole entry, looked up): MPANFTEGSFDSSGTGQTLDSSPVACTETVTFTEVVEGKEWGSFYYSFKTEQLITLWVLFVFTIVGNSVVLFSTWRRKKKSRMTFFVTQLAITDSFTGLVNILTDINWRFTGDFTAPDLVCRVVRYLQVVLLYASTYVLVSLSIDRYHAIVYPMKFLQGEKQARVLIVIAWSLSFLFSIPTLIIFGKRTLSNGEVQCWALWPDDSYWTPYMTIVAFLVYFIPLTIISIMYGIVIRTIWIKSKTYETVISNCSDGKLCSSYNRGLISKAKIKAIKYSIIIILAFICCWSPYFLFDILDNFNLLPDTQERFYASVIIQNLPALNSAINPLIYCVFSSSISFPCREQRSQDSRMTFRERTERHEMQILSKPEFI
Epigenetic reg – Quantitative High-Throughput Screen for Regulators of Epigenetic Control; AID 1865, 2009; murine LDR cells, GFP reporter derepression, 30 h; Potency, µM (titrated, usually from 53.9 µM), inactives show top-dose GFP activation, hits mostly activators; actives 0.2% (n = 280,000); note: % of control where 0% means no effect; nearly all actives have a fitted effect of over 60% in size
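Murine LDR cells bearing a silenced CMV-driven GFP reporter were exposed to compound for 30 h at 37 C. After PBS washes, GFP-positive cells (20-120 um objects) counted by laser-scanning microplate cytometry.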
KinaseGlo FLuc – Counterscreen for Luciferase (Kinase-Glo TM) Inhibition; Luciferin 4-monooxygenase (Photuris pensylvanica), Q27757; Kinase-Glo luciferase, ATP luminescence, 8 min; Potency, µM (series often up to 38.3 µM), inactives show top-dose activity change, negative = inhibition, actives largely listed as inhibitors; actives 0.28% (n = 200,000); AID 1379, 2008; note: % is set by controls: 0 for no effect and ±100 for the full control effect; nearly all actives have a fitted effect of over 60% in size
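Compounds were added to a substrate mix at pH 7.2 (50 mM imidazole, 10 uM ATP, within the enzyme's linear range), followed by Kinase-Glo detection reagent; luminescence was measured after 8 minutes at ambient temperature.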
KDM4E inh – qHTS Assay for Inhibitors of Human Jumonji Domain Containing 2E (JMJD2E); JMJD2E catalytic domain, FDH-coupled NADH fluorescence (FDH is formaldehyde dehydrogenase); Potency, µM (highest dose often 57.1 µM), for the others: at the highest dose activity change, negative = inhibition, usual class: inhibitors; actives 1.6% (n = 230,000); active = well fitted inhibition curve with a large enough effect, not every such curve was filed as active; inconclusive = small, poorly fitted or top-dose-only effect, or another doubt; inactive = no such curve, though single readings can be large or run the other way;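 note: 0% = wells with enzyme and -100% = buffer wells without enzyme; nearly all actives have a fitted effect of over 50% in size; many of its hits are not listed in these tables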
Target sequence (B2RXH2 1-337 limits assumed): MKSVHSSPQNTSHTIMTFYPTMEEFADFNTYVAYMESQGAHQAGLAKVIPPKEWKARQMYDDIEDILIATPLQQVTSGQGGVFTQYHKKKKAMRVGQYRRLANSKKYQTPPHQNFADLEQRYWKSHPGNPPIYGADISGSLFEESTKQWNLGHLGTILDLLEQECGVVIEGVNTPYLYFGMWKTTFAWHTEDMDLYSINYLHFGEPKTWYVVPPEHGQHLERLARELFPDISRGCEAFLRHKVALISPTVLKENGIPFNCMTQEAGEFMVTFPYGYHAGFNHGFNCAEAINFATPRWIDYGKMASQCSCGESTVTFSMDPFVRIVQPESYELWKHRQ
IMPase Li inh – qHTS Assay for Identifying the Cell-Membrane Permeable IMPase Inhibitors: Potentiation with Lithium. CHO-M1 cells, IP1 TR-FRET (IP-One), carbachol + lithium. Potency, µM (titrated, usually from 59.4 µM), inactives show at the highest dose activity, negative = IMPase inhibition, hits mostly inhibitors. actives 0.35% (n = 210,000). AID 1457, 2008;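 note: IP1 builds up when IMPase is blocked and the TR-FRET signal falls; plate controls were basal vehicle for no effect and high inhibitor control for full effect; nearly all actives have a fitted effect of over 50% in size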
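CHO-M1, 2000 cells/well, 16–30 h culture; cpd + low Li+, 30 min 37C; lysis with d2-IP1/Eu-anti-IP1 Ab, 10 min RT; TR-FRET 665/620 ratio and 620 channel; AC50 via Hill.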
Active calls of the source: *; i = inactive; ? = inconclusive; / = not tested or not shown; & = joins results of further samples; [ ] = remark or other dose. Unless noted, calls come from the whole dose curve; as a rule, active = well fitted curve in the direction sought with a large enough effect; inconclusive = small, poorly fitted or top-dose-only effect, or another doubt; inactive = no such curve, though single readings can be large; an effect the other way counts as inactive or inconclusive. Potency is the fitted concentration of half-maximal effect. The list is partial (hit frequency here may not be typical).

item | SMILES | RGS12 GoLoco inh | RECQ1 helicase | SMN2 splice enh | NPSR antag | Epigenetic reg | KinaseGlo FLuc | KDM4E inh | IMPase Li inh
1 | Cc1ncc(C23CC4CC(CC(C4)C2)C3)[nH]1 | 0% | i | -11% | -23%[46.1 µM] | 1.6% | 11% | 6% | 17%[38.3 µM]
2 | NS(=O)(=O)c1cccc(NC(=O)CSc2ncc(C(F)(F)F)cc2Cl)c1 | 4% | i | -3% | -14% | -1.8% | 2% | ? | 4%
3 | CCOc1ncccc1C(=O)Nc1cccc(Cl)c1Cl | -1% | i | -21% | -16% | -1.4% | 2% | -3% | -3%
4 | Cc1cc(Oc2ccc(OCC(N)=O)nn2)nc(Cl)n1 | 5% | i | -2% | 17% | -1.2% | 5% | -6% | -7%
5 | CCOC(=O)c1sc(N)c(C(=O)OC)c1C | 3% | -8% | / | -4% | -7.2% | -2% | ? | 7%
6 | O=C(NCc1ccco1)C(c1cccs1)N(Cc1ccccc1)C(=O)Cn1nnc2ccccc21 (stereo unspecified) | 15% | -8% | -8% | ? | -0.7% | -2% | 0% | 17%[38.3 µM]
7 | Cn1c(SCCOc2ccc(F)cc2)nnc1-c1ccncc1 | 4% | -8% | / | 7% | -2.3% | / | -4% | /
8 | CCOC(=O)Cn1c(=O)oc2cc(S(=O)(=O)NCc3ccccn3)ccc21 | 27% | -4% | 2% | -10%[46.1 µM] | 0.0% | 0% | 3% | 9%[38.3 µM]
9 | CCC(C)NS(=O)(=O)c1ccc(NS(C)(=O)=O)cc1 (stereo unspecified) | 9% | -6% | -14% | 1%[46.1 µM] | -0.3% | 1% | 5% | 25%[38.3 µM]
10 | CCc1cc2c(COC(=O)c3c(C)noc3C)cc(=O)oc2cc1O | 5% | i | -10% | -36% | -1.4% | -2% | ? | 3%
11 | Cc1nn(-c2ccccc2)c2c1C(c1ccco1)C(C#N)=C(N)O2 (stereo unspecified) | 14% | i | 1% | 4%[46.1 µM] | 1.5% | -5% | 14µM* | 8%[38.3 µM]
12 | CC(=O)c1cccc(NC(=O)Cn2nc(-c3ccccc3Cl)ccc2=O)c1 | 2% | i | -6% | 2% | 0.6% | 2% | 12% | 3%
13 | CCOCCCNc1nc(=S)[nH]c2cc(OC)c(OC)cc12 | -5% | -7% | -1% | -2%[46.1 µM] | 0.0% | -6% | -4% | -14%[38.3 µM]
14 | O=C1CSC(c2cccs2)N1c1ccccc1 (stereo unspecified) | 7% | 0% | 4% | -8%[46.1 µM] | -0.5% | -1% | -3% | -7%[38.3 µM]
15 | CCCc1ccc(C(=O)/C=C/N(C)C)cc1 | 0% | -13% | / | -4% | -2.2% | / | 0% | 1%
16 | COc1ccc(CNc2nc(-c3cccnc3)nn2C(=O)c2cccs2)cc1 | 6% | -8% | 2% | -14%[46.1 µM] | 0.0% | 1% | ? | 18%
17 | Cc1cccc2cc3c(N)c(C#N)sc3nc12 | 13% | -11% | -6% | 13%[46.1 µM] | 0.0% | 10% | 0% | -20%[38.3 µM]
18 | COc1ccc(C2N3CC4(C)CN2CC(C)(C3)C4)cc1OC (stereo unspecified) | -5% | -8% | 4% | -4%[46.1 µM] | -1.5% | -6% | -12% | 1%[38.3 µM]
19 | Cc1ccc(S(=O)(=O)NC(CC(=O)O)c2ccccc2)c(C)c1 (stereo unspecified) | -12% | -8% | 9% | -8%[46.1 µM] | -2.0% | 0% | -3% | 5%[38.3 µM]
20 | O=C(O)c1ccccc1N/N=C\c1ccnc2ccccc12 | -7% | 5% | 5µM* | -27%[46.1 µM] | 7.0% | -2% | -8% | 5%[38.3 µM]
21 | COc1ccc(-c2nn(-c3ccccc3)cc2/C=C(/C#N)C(N)=O)cc1[N+](=O)[O-] | -4% | -10% | 9% | -8%[46.1 µM] | 0.0% | 1% | -1% | -3%
22 | CCCCOC(=O)Cn1cnc2ccc(Br)cc2c1=O | 10% | i | 0% | -4%[46.1 µM] | 0.8% | -2% | 5% | 1%[38.3 µM]
23 | COCc1cc(C)nc(OCC(=O)N/N=C/c2ccc(C)o2)c1C#N | -36% | 1% | -11% | 6% | 1.1% | 0% | ? | 15%
24 | Cc1ccccc1CC1(CO)CCCN(Cc2ccc(C#CC(C)(C)O)cc2)C1 (stereo unspecified) | 108%[activator] | 19% | -41%[inhibitor] | -15% | ? | 3% | -5% | 35%[activator]

4 structures from above, arranged by length of the SMILES, high to low.
item | SMILES | RGS12 GoLoco inh | RECQ1 helicase | SMN2 splice enh | NPSR antag | Epigenetic reg | KinaseGlo FLuc | KDM4E inh | IMPase Li inh
21 | COc1ccc(-c2nn(-c3ccccc3)cc2/C=C(/C#N)C(N)=O)cc1[N+](=O)[O-] | -4% | -10% | 9% | -8%[46.1 µM] | 0.0% | 1% | -1% | -3%
23 | COCc1cc(C)nc(OCC(=O)N/N=C/c2ccc(C)o2)c1C#N | -36% | 1% | -11% | 6% | 1.1% | 0% | ? | 15%
18 | COc1ccc(C2N3CC4(C)CN2CC(C)(C3)C4)cc1OC (stereo unspecified) | -5% | -8% | 4% | -4%[46.1 µM] | -1.5% | -6% | -12% | 1%[38.3 µM]
15 | CCCc1ccc(C(=O)/C=C/N(C)C)cc1 | 0% | -13% | / | -4% | -2.2% | / | 0% | 1%

(more compounds)
| nr | smiles | RGS12 GoLoco inh | RECQ1 helicase | SMN2 splice enh | NPSR antag | Epigenetic reg | KinaseGlo FLuc | KDM4E inh | IMPase Li inh |
| --- | --- | --- | --- | --- | --- | --- | --- | --- | --- |
| 25 | CCn1c(SCC(=O)Nc2sc3c(c2C#N)CCC(C(C)(C)C)C3)nnc1-c1ccco1 (stereo unspecified) | 19% | -3% | -36%[inhibitor] | -9%[46.1 µM] | 0.4% | -5% | 14% | -2%[38.3 µM] |
| 26 | OC1(c2ccccc2)CCN(Cc2ccccc2)CC1 | 5% | -5% | / | 17% | 0.0% | / | -7% | 6% |
| 27 | CCn1cc(C2CC(=O)NC2=O)c2ccccc21 (stereo unspecified) | 9% | -11% | / | 13% | 0.0% | / | 6% | / |
| 28 | CCN1CCN(Cc2c(O)ccc3c(=O)c(-c4ccccc4OC)coc23)CC1 | 6% | -5% | -13% | 0%[46.1 µM] | -1.1% | -4% | ? | -14%[38.3 µM] |
| 29 | CCCCNC(=O)C(=O)N/N=C/c1ccc(OCC(=O)Nc2cccc(OC)c2)c(OC)c1 | 5% | 3% | -10% | 0% | 0.9% | -4% | ? | -13% |
| 30 | Cc1c(NC(=O)COC(=O)c2ccccc2Cl)c(=O)n(-c2ccccc2)n1C | -10% | -6% | 7% | 3% | -0.9% | 1% | 6% | 4% |
| 31 | COC(=O)c1c(NC(=O)c2nc3ccccc3s2)sc2c1CC(C)(C)NC2(C)C | -2% | -16% | / | ? | 1.1% | / | 6% | 3% |
| 32 | CCOc1ccc2c(c1)n([O-])c1c([n+]2=O)CCCC1 | -21% | 22% | 25% | -2%[46.1 µM] | -1.8% | -7% | ? | 31%[activator][38.3 µM] |
| 33 | CN(C)S(=O)(=O)N1CCN(CC(O)COc2ccc3cc(Br)ccc3c2)CC1 (stereo unspecified) | -1% | -9% | -50%[inhibitor] | 4%[46.1 µM] | -1.3% | -3% | -5% | -10%[38.3 µM] |
| 34 | N#C/C(=C(\O)C(=O)O)c1ccc(-c2cccc3ccccc23)cc1 | 6%[14.2 µM] | / | -7%[9.22 µM] | / | / | -5%[7.66 µM] | / | -3% |
| 35 | COc1ccc(CCn2c(C)cc(C(=O)CSc3nc(N)cc(=O)[nH]3)c2C)cc1 | 13% | -3% | / | -16%[46.1 µM] | -1.1% | 4% | -1% | 1%[38.3 µM] |
| 36 | CCCN(CCC)Cc1cc(=O)oc2cc3c(cc12)CCC3 | 9% | -9% | / | 26%[7.67 µM] | 0.0% | / | 10% | / |
| 37 | CC1SC(=Nc2ccccc2)N(S(=O)(=O)c2ccccc2)C1=O (stereo unspecified) | 1% | -6% | / | 5% | -0.8% | 1% | 6% | 5% |
| 38 | C/C(=N/NC(=O)Cc1ccccc1)c1ccc(C)s1 | 6% | -2% | 6% | 13% | 0.9% | 4% | 0% | 3% |
| 39 | O=C(c1cn(-c2ccccc2)nc1-c1cccs1)N(CCO)Cc1ccccc1 | 0% | -1% | ? | ? | -0.9% | -3% | 1% | 31%[38.3 µM] |
| 40 | O=c1[nH]c(SCc2ccccc2[N+](=O)[O-])nc2nc[nH]c12 | 4%[14.2 µM] | i | -13%&-10%[9.22 µM] | -4% | 0.0% | -5%&-2%[7.66 µM] | -12% | -6%&0% |
| 41 | CCOC(=O)C1CCN(S(=O)(=O)c2ccc(C)cc2)CC1 | 0% | -4% | -18% | -10%[46.1 µM] | -1.8% | -2% | -7% | 25%[38.3 µM] |
| 42 | O=C1CC(c2ccc3c(c2)OCO3)Sc2nc3ccccc3n21 (stereo unspecified) | 0% | -17% | ? | -17%[46.1 µM] | -2.6% | -19% | ? | 13%[38.3 µM] |
| 43 | COC(=O)CCC(=O)OC1(C)C(=O)C2=CN(Cc3ccco3)C(c3ccc(OC)cc3)=CC2=C(Br)C1=O (stereo unspecified) | 19%[14.2 µM] | i[11.5 µM] | 7%[9.22 µM] | / | / | -10%[7.66 µM] | 10%[11.4 µM] | 5% |

Pulled one by one from the list above, three records:
| nr | smiles | RGS12 GoLoco inh | RECQ1 helicase | SMN2 splice enh | NPSR antag | Epigenetic reg | KinaseGlo FLuc | KDM4E inh | IMPase Li inh |
| --- | --- | --- | --- | --- | --- | --- | --- | --- | --- |
| 40 | O=c1[nH]c(SCc2ccccc2[N+](=O)[O-])nc2nc[nH]c12 | 4%[14.2 µM] | i | -13%&-10%[9.22 µM] | -4% | 0.0% | -5%&-2%[7.66 µM] | -12% | -6%&0% |
| 35 | COc1ccc(CCn2c(C)cc(C(=O)CSc3nc(N)cc(=O)[nH]3)c2C)cc1 | 13% | -3% | / | -16%[46.1 µM] | -1.1% | 4% | -1% | 1%[38.3 µM] |
| 30 | Cc1c(NC(=O)COC(=O)c2ccccc2Cl)c(=O)n(-c2ccccc2)n1C | -10% | -6% | 7% | 3% | -0.9% | 1% | 6% | 4% |

Bioassay records: PubChem BioAssay, National Center for Advancing Translational Sciences (NCATS)
